p53 reactivator: re-activators of mutant p53; AID 504706; Potency, µM (series often up to 92.2 µM), inactives show at the highest dose activity change, positive = activation, actives largely listed as activators; H1299 p53-A138V BP100-luciferase reporter, luminescence, 24 h; 0.063% of 320,000 active; note: potency is the fitted concentration of half-maximal effect; % of control where 0% means no effect; nearly all actives have a fitted effect of over 45% in size
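p53-null H1299 cells stably carrying temperature-sensitive p53-A138V and a BP100-luciferase reporter were pinned with compounds (4-point, 1:5 series) and held 24 hrs at 37 deg C. Luminescence was read 10 min after detection reagent.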
TCR act: activators of T cell receptors | primary human leukocytes, anti-CD3, IL-2 HTRF, 48 h | AID 504894 | Potency, µM (series often up to 9.22 µM), for the others: top-dose activation of IL-2 secretion, most hits filed as activators | 330,000 tested, under 10 active; note: % of control where 0% means no effect
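HTRF read-out of IL-2 secretion: europium cryptate donor excited at 320nm, d2 acceptor emission at 665nm. Cells were primary human leukocytes incubated 48 hr with compounds and a-CD3 beads, supplying TCR signal only.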
CXXC DNA block: inhibitors of human MLL CXXC domain-DNA interaction | Q03164 | MLL-CXXC / FITC-HOXA9 DNA fluorescence polarization | Potency, µM (titrated, usually from 115 µM), for inactives: at the highest dose activity change, negative = inhibition, usual class: inhibitors | 0.037% of 290,000 active | AID 2662; active = well fitted inhibition curve with a large enough effect in the polarisation, with a control signal flat, not every such curve was filed as active; inconclusive = small, poorly fitted or top-dose-only effect, or effect the other way, or a change in a side signal; inactive = no such curve, though single readings can be large or run the other way; the % refers to the polarisation; note: potency is the fitted concentration of half-maximal effect
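Purified MLL-CXXC (added from a 7 uM solution) was preincubated 5 min at ambient with pinned compounds in 50 mM Tris-HCl pH 7.5, 50 mM NaCl, 1 mM DTT, 0.05% BSA. Fluorescein-labeled HOX-A9 DNA (50 nM solution) followed, 30 min, then polarization read.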
TRPV1 ag: agonists of human vanilloid receptor 1 (TRPV1) | AID 540275 | 0.19% of 320,000 active | TRPV1-expressing cells, Fluo-8 calcium influx, agonist mode | activation, % at 8.33 µM | Q8NER1; in the data active = activation above about 80%; inconclusive = between about 30% and that limit; note: 0% is about no effect
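TRPV1-expressing cells were cultured overnight at 35.5C and loaded with Fluo-8 calcium dye for 40 to 90 min at room temperature. After a 10 s baseline, compound was added and calcium influx was read kinetically for 3 min (ex 480/em 520 nm).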
a7 integrin act: activates integrin-mediated alleviation for muscular dystrophy; alpha7betagal myoblasts, beta-gal FDG fluorescence, 48 h; Potency, µM (doses to about 38.3 µM), inactives show top-dose activation, usual class: activators; 0.064% of 350,000 active; AID 624291;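 note: potency is the fitted concentration of half-maximal effect; 100% = response of the positive control SU9516; nearly all actives have a fitted effect of over 60% in size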
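alpha7betagal+/- myoblasts (passage 13, 250/well) treated 48 h at 37C with compounds at 1:260 dilution of DMSO stock. Lysed, then beta-galactosidase activity read as FDG fluorescence (ex 480/em 540) after 30 min, with pre-read for autofluorescence.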
BRCA1 expr act: BRCA1 expression activation; 1.1% of 380,000 active; MCF7-BRCA1-FFLuc reporter, luminescence, 48 h; response scale: scaled: vehicle 0%, 10 µM genistein 100%; Potency, µM (top dose mostly 46.1 µM), inactives show at the highest dose activation, most hits filed as activators; note: potency is the fitted concentration of half-maximal effect; nearly all actives have a fitted effect of over 80% in size; some results filed as inactive show a strong effect at the top dose
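Activators of BRCA1 expression were detected as increased firefly luciferase luminescence in engineered MCF7 cells after 48 h compound incubation. Signals were scaled to genistein 10 microM as full activation.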
ELG1 repair inh: ELG1-dependent DNA repair inhibition; 2.3% of 330,000 active; AID 504467; Potency, µM (series often up to 46.1 µM), without a hit: top-dose activity change, negative = inhibition, usual class: inhibitors; HEK293T ELG1-luciferase reporter, luminescence, 16 h; DNA damage induced by 5-fluorouridine; note: potency is the fitted concentration of half-maximal effect; % is set by controls: 0 for no effect and ±100 for the full control effect; nearly all actives have a fitted effect of over 55% in size
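HEK293T cells expressing luciferase-tagged ELG1 (2,000/well) received 5-Fluorouridine plus compound or DMSO for 16 hr at 37 °C. Luciferase was read by ONE-Glo luminescence after 30 min at room temperature.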
B2AR arrestin: recruits beta-arrestin to the human beta2-adrenergic receptor; P07550; beta-arrestin recruitment to beta2AR, cell-based reporter; Potency, µM (highest dose often 46.1 µM), for the others: at the highest dose activation, usual class: activators; 0.02% of 330,000 active; AID 492947;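 note: potency is the fitted concentration of half-maximal effect; 0% = DMSO controls and full agonism = EC100 isoproterenol or metaproterenol; nearly all actives have a fitted effect of over 65% in size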
TSG101-PTAP inh: blocks PTAP/TSG101 interaction to inhibit HIV-1 budding | Q99816 | Potency, µM (top dose mostly 115 µM), for the others: at the highest dose activity change, negative = inhibition, most hits filed as inhibitors | 340,000 tested, under 10 active | Fluorescence polarization, FITC-PTAP peptide / Tsg101 binding; active = well fitted inhibition curve with a large enough effect in the main read-out, with a control signal flat, not every such curve was filed as active; inconclusive = small, poorly fitted or top-dose-only effect, or effect the other way, or a change in a side signal; inactive = no such curve, though single readings can be large or run the other way; note: potency is the fitted concentration of half-maximal effect; % of control where 0% means no effect
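Fluorescence polarization binding of Tsg101 binding domain (10 uM final) to FITC-labeled PTAP peptide (50 nM final) in HEPES pH 7.5 buffer with NaCl, Tween 20, EDTA, TCEP. Compounds added before peptide; binding 20 min at RT.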
AT treatment: potential ataxia-telangiectasia treatments restoring KAP-1 phosphorylation; […] A-T fibroblasts, KAP-1 phosphorylation AlphaLISA; neocarzinostatin DNA damage 30 min before lysis; AID 485349; 0.19% of 320,000 active; Potency, µM (doses to about 57.5 µM), for the others: top-dose activation, most hits filed as activators; note: potency is the fitted concentration of half-maximal effect; % of control where 0% means no effect; nearly all actives have a fitted effect of over 45% in size
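ATM-like activity read as KAP-1 phosphorylation via AlphaLISA donor/acceptor antibody pairs after lysis and 6 hr at 25C. Cells were ATM-null patient fibroblasts ([…], hTERT), dosed 60 min, then exposed to the DSB inducer NCS for 30 min.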
Numbers without * were called inactive; ? = inconclusive; · = not tested or not shown; [ ] = another dose, or the depositor's remark. Unless noted, calls come from the whole dose curve; as a rule, active = well fitted curve in the direction sought with a large enough effect; inconclusive = small, poorly fitted or top-dose-only effect, or another doubt; inactive = no such curve, though single readings can be large; an effect the other way counts as inactive or inconclusive.

SMILES	p53 reactivator	TCR act	CXXC DNA block	TRPV1 ag	a7 integrin act	BRCA1 expr act	ELG1 repair inh	B2AR arrestin	TSG101-PTAP inh	AT treatment
OCC[C@@H]1C[C@@H](O)[C@H](O)[C@]2(CCc3ccccc3CO2)O1	·	-1.4%	-1.7%	2.6	1.7%	3.8%	8.4%	-0.6%	-2.3%	1.4%
COc1cccc(OCc2cc(C(=O)N3CCN(C4CCCC4)CC3)no2)c1	-2.9%	3.7%	1.9%	?	0.0%	1.0%	13.8%	-0.4%	2.2%	8.6%
Cc1ccc(S(=O)(=O)N2CCN(c3cc4c(cc3[N+](=O)[O-])n(C)c(=O)n4C)CC2)cc1	-7.1%	·	7.3%	-0.5	-6.5%	-71.3%	7.31µM*	0.1%	-12.8%	1.9%
CC(C)c1ccc(NC(=O)C2=CC=CN3CCS(=O)(=O)N=C23)cc1	0.0%	-0.6%	·	0.0	3.8%	65.8%	?	-0.2%	2.1%	-11.1%
C=CCn1c(SCc2nc3ccccc3c(=O)[nH]2)nnc1-c1cc2cc(Cl)ccc2o1	-1.1%	2.8%	-1.1%	-1.6	15.9%	-13.6%	-8.8%	0.3%	-12.5%	-7.1%
CCN(CC(=O)Nc1c(F)cccc1F)C(=O)c1ccc2ncsc2c1	-7.6%	3.7%	·	0.8	5.6%	-2.5%	-9.6%	0.2%	-1.9%	-3.7%
COc1ccc(-c2cc(-c3ccccc3)nc(N)n2)c(O)c1	·	-2.4%	·	·	11.4%	-79.6%	·	·	-4.3%	·
Cc1ccc2ccc(S(=O)(=O)NCc3ccco3)cc2c1	29.4%	4.1%	-2.5%	6.3	17.4%	37.5%	22.6%	-0.1%	-1.5%	9.2%
COc1cccc(C2/C(=C(/O)c3ccc4c(c3)OCO4)C(=O)C(=O)N2CCN2CCOCC2)c1 (centres undefined)	-10.6%	-7.8%	-3.5%	-4.2	-26.5%	6.6%	?	-0.3%	-6.1%	-4.8%
O=S(=O)(Nc1nnc(-c2ccccc2)s1)c1ccc(Cl)cc1	·	-9.4%	3.9%	-2.1	-0.3%	-35.0%	·	·	-6.8%	·
O=c1cc(N2CCOCC2)c2ccccc2o1	4.2%	7.2%	3.0%	-1.4	-2.3%	10.9%	?	0.1%	-9.7%	·
CC(=O)Nc1ccc(NC(=O)c2cccc(Oc3ccccc3)c2)cc1	5.8%	5.1%	7.2%	-0.2	0.0%	-2.4%	1.3%	-0.2%	3.6%	3.1%
CCCNC(=O)c1ccc(N2CCC3(CC2)CC(c2ccc(Cl)cc2)=NO3)c([N+](=O)[O-])c1	·	0.3%	1.1%	2.4	2.6%	-3.4%	?	-1.1%	1.7%	-19.9%
CCn1c(O)c(N=NC(=O)CNC(=O)c2ccco2)c2ccccc21	4.2%	11.5%[46.1 µM]	-8.5%	-4.3	-8.6%	-35.3%	-13.6%	-0.7%	-0.9%	5.9%
CC(c1ccccc1)n1cnc2ccccc2c1=O (centres undefined)	·	-2.7%	-0.1%	1.4	-7.4%	-26.3%	8.5%	0.1%	0.0%	0.7%
O=[N+]([O-])c1ccc2c(c1)[nH]c(=S)n2-c1ccccc1	13.3%	0.7%	6.7%	-1.7	-40.7%[inhibitor]	-16.6%	-4.7%	0.3%	0.5%	3.3%
Clc1ccc(N(CC2CO2)CC2CO2)cc1 (centres undefined)	·	0.0%	·	·	-46.7%[inhibitor]	-27.5%	·	·	-7.5%	·
O=C(COc1ccc(Cl)cc1Cl)OCC(=O)N1CCCc2ccccc21	11.3%	-4.9%[46.1 µM]	-2.7%	4.3	-4.6%	0.9%	7.3%	-1.6%	-4.1%	11.9%
CC(C)c1cc(CNC(=O)CC2C(=O)NCCN2CC2CCCCC2)on1 (centres undefined)	-3.5%	7.2%	6.7%	0.8	19.1%	-7.7%	1.7%	0.0%	-3.6%	1.6%
CN(C)/C=C/C(=O)c1ccccc1	8.4%	0.9%	-11.1%	-6.8	12.4%	48.4%	18.0%	-0.3%	-3.5%	16.7%
O=C(NCCO)c1cccc2c1C(=O)c1ccccc1-2	1.0%	-1.4%	5.3%	-4.4	-0.1%	20.9%	0.6%	-2.2%	-2.3%	0.4%
CC(C)(O)C#Cc1ccc(C(=O)N2CCCC2C(=O)O)s1 (centres undefined)	1.8%	-0.4%	-10.6%	0.1	8.6%	10.3%	14.3%	0.0%	-6.8%	4.4%
CCOC(=O)N1CCN(S(=O)(=O)c2ccc(OC)c3ccccc23)CC1	-7.5%	3.5%	-1.1%	1.8	-29.1%	-21.2%	?	-0.2%	-1.9%	-1.8%
Cc1ccc(CNc2cc(C(=O)O)ccc2C)s1	·	0.1%	-0.9%	-0.3	20.8%	9.4%	3.2%	0.1%	0.0%	2.9%
Cn1nc(C(F)(F)F)c(/C=N/OC(=O)c2ccccc2)c1Cl	-4.1%	0.5%	7.4%	·	-4.1%	0.6%	2.4%	0.0%	-1.8%	0.3%

An excerpt from above in order of molar mass, ascending.
SMILES	p53 reactivator	TCR act	CXXC DNA block	TRPV1 ag	a7 integrin act	BRCA1 expr act	ELG1 repair inh	B2AR arrestin	TSG101-PTAP inh	AT treatment
OCC[C@@H]1C[C@@H](O)[C@H](O)[C@]2(CCc3ccccc3CO2)O1	·	-1.4%	-1.7%	2.6	1.7%	3.8%	8.4%	-0.6%	-2.3%	1.4%
CCOC(=O)N1CCN(S(=O)(=O)c2ccc(OC)c3ccccc23)CC1	-7.5%	3.5%	-1.1%	1.8	-29.1%	-21.2%	?	-0.2%	-1.9%	-1.8%
COc1cccc(OCc2cc(C(=O)N3CCN(C4CCCC4)CC3)no2)c1	-2.9%	3.7%	1.9%	?	0.0%	1.0%	13.8%	-0.4%	2.2%	8.6%
O=C(COc1ccc(Cl)cc1Cl)OCC(=O)N1CCCc2ccccc21	11.3%	-4.9%[46.1 µM]	-2.7%	4.3	-4.6%	0.9%	7.3%	-1.6%	-4.1%	11.9%
Cc1ccc(S(=O)(=O)N2CCN(c3cc4c(cc3[N+](=O)[O-])n(C)c(=O)n4C)CC2)cc1	-7.1%	·	7.3%	-0.5	-6.5%	-71.3%	7.31µM*	0.1%	-12.8%	1.9%
C=CCn1c(SCc2nc3ccccc3c(=O)[nH]2)nnc1-c1cc2cc(Cl)ccc2o1	-1.1%	2.8%	-1.1%	-1.6	15.9%	-13.6%	-8.8%	0.3%	-12.5%	-7.1%
CCCNC(=O)c1ccc(N2CCC3(CC2)CC(c2ccc(Cl)cc2)=NO3)c([N+](=O)[O-])c1	·	0.3%	1.1%	2.4	2.6%	-3.4%	?	-1.1%	1.7%	-19.9%

Next part:
SMILES	p53 reactivator	TCR act	CXXC DNA block	TRPV1 ag	a7 integrin act	BRCA1 expr act	ELG1 repair inh	B2AR arrestin	TSG101-PTAP inh	AT treatment
Cc1ccc2c(N)[nH]nc2n1	0.4%	2.9%	?	1.3	-18.0%	22.9%	9.2%	0.0%	0.4%	13.4%
COc1cccc(NC(=O)c2cc(-c3ccc(C)o3)nc3ccccc23)c1	-3.8%	2.0%	?	6.8	-20.4%	72.6%	-6.7%	-1.0%	-5.4%	4.9%
COc1ccc(OC)c(NC(=O)c2ccc(NC(C)=O)cc2)c1	-11.3%	4.5%	-12.0%	3.3	-16.3%	-2.7%	0.2%	0.1%	-3.5%	2.7%
O=C(CC1C(=O)NCCN1C(=O)Nc1ccccc1)Nc1ccc2c(c1)OCO2 (centres undefined)	-3.1%	0.9%	8.7%	0.4	14.7%	3.5%	?	0.3%	-1.3%	2.0%
O=C(COc1ccccc1Cl)N(Cc1ccco1)C1CCS(=O)(=O)C1 (centres undefined)	-0.4%	-3.8%	0.9%	4.8	-12.5%	-1.3%	-7.2%	-1.0%	-1.4%	3.8%
O=C1OCCN1N1CCOC1=O	·	-4.8%	·	·	-22.2%	-5.2%	·	·	-0.7%	·
CCCCC(CC)CNC(=O)CCS(=O)(=O)c1cccc2nsnc12 (centres undefined)	5.0%	0.1%	-8.5%	-3.1	-8.9%	-27.3%	-7.6%	0.6%	-5.7%	6.7%
CCOC(=O)C1(Cc2cccc(OC)c2)CCN(CC(O)CO)CC1 (centres undefined)	0.1%	-3.7%	-10.2%	-3.1	-1.3%	-1.4%	-6.7%	-0.3%	-6.1%	-26.9%
CC(C)N1C(=O)C2(OCCCO2)c2cc(Br)ccc21	-3.1%	·	0.6%	19.9	-24.5%	-6.3%	-1.1%	-0.1%	-11.3%	5.3%
CC(=O)OC1c2ccccc2C(=O)N1c1ccccc1C (centres undefined)	0.5%	17.6%[46.1 µM]	5.6%	-5.4	-1.1%	-2.3%	15.0%	2.6%	-3.9%	5.4%
O=C1/C(=C/c2ccncc2)Cc2ccccc21	6.2%	-0.5%	·	1.7	2.9%	10.4%	3.1%	0.1%	-2.1%	-1.5%

Screening results: PubChem, National Center for Advancing Translational Sciences (NCATS)
